Bioassay records as filed in PubChem.
Rhodamine autofl: compound fluoresces in the rhodamine spectral region; Rhodamine-region fluorescence, 547/598 nm, Tris buffer; active compounds read high; 59,000 tested, 0.05% active; AID 594; max dye-equivalent concentration, M; in the data active = max dye-equivalent concentration above about 11 nM; inconclusive = between about 1.1 nM and that limit
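Compound fluorescence in 100 mM Tris, pH 8.0, read after 15 min at room temperature with 547 nm excitation and 598 nm emission. Output is dye-equivalent concentration from an on-plate rhodamine standard series.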
USP2a inh: inhibitors of human ubiquitin-specific protease USP2a | O75604 | USP2a enzymatic assay, qHTS inhibition | Potency, µM (highest dose often 38.3 µM), inactives show at the top dose activity change, negative = inhibition, hits mostly inhibitors | 60,000 tested, 0.1% active;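 also: potency is read from the fitted curve at half-maximal effect; nearly all actives have a fitted effect of over 60% in size; plate controls were DMSO for no effect and NEM full inhibition control for full effect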
Target sequence (O75604 whole entry, looked up): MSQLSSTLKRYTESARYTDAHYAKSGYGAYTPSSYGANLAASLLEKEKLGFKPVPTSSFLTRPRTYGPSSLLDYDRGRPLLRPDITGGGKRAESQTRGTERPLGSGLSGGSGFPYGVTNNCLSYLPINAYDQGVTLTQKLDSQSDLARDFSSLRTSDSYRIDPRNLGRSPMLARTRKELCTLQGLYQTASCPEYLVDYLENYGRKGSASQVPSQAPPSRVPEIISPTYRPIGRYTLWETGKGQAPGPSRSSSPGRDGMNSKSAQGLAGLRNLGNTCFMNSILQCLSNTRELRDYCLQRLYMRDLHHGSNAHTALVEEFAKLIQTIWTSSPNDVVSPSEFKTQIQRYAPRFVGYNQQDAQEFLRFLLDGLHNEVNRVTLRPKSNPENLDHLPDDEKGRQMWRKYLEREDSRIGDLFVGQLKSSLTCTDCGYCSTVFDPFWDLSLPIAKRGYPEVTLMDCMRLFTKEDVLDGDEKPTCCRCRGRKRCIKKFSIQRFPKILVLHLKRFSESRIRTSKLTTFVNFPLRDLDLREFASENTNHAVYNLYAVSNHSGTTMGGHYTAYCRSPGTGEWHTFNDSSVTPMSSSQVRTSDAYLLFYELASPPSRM
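Coupled readout: USP2-cleaved Ub-PLA2 (20nM final) turns over NBD C6-HPC (20uM final), Ex 460nm/Em 535nm after 2.5 h, time-zero read flagging artifacts. Enzyme (20nM final, pH 8.0 Tris) given 30 min RT with compound first; NEM defines full inhibition.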
Casp1 inh: allosteric or competitive inhibitors of human caspase-1; Caspase-1 enzyme, Ac-WEHD-AFC fluorogenic rate; Potency, µM (doses to about 57.5 µM), for inactives: top-dose activity change, negative = inhibition, usual class: inhibitors; P29466; 75,000 tested, 0.03% active;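 also: potency is read from the fitted curve at half-maximal effect; plate controls were vehicle for no effect and no substrate for full effect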
Target sequence (P29466 120-297 limits assumed): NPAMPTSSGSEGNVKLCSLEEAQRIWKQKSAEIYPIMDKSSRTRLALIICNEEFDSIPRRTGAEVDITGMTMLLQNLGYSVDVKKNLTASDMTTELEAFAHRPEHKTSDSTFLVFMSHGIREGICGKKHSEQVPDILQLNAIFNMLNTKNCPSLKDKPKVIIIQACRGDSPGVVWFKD
Target sequence (P29466 317-404 limits assumed): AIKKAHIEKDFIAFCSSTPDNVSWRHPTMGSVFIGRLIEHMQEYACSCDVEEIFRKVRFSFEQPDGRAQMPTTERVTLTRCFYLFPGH
Caspase-7 inhib: allosteric or competitive inhibitors of human caspase-7; P55210; recombinant caspase-7, Ac-DEVD-AFC fluorescence rate; Potency, µM (titrated, usually from 57.5 µM), for the others: at the highest dose activity change, negative = inhibition, most hits filed as inhibitors; 75,000 tested, 0.02% active; AID 889; active = well fitted inhibition curve with a large enough effect in the main read-out, with a control signal flat, not every such curve was filed as active; inconclusive = small, poorly fitted or top-dose-only effect, or a change in a side signal; also: potency is read from the fitted curve at half-maximal effect; % of control where 0% means no effect
BRCT inh red: disrupts BRCA1 BRCT binding to phosphoprotein, red fluorophore readout; 75,000 tested, 0.03% active; BRCT-phosphopeptide binding, red fluorescence polarization; Potency, µM (series often up to 76.9 µM), for the others: at the highest dose activity change, negative = inhibition, actives largely listed as inhibitors; P38398; also: % is scaled to controls: 0 for no effect and ±100 for the full control effect
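Rhodamine-labelled pBACH1 10-mer (100 nM) bound to BRCT domain (100 nM) at pH 7.3; compounds incubated 12 min room temperature, polarization read. Free peptide defines full inhibition; unlabelled decapeptide titrated as control.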
BRCT inh green: blocks human BRCA1 BRCT binding to phosphopeptide, green readout | P38398 | 75,000 tested, 0.05% active | AID 875 | BRCA1 BRCT-phosphopeptide binding, green fluorescence polarization | Potency, µM (titrated, usually from 76.9 µM), for the others: top-dose activity change, negative = inhibition, usual class: inhibitors;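 also: potency is read from the fitted curve at half-maximal effect; plate controls were peptide without protein for full effect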
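Fluorescence polarization: His-tagged BRCT (~35 kDa BRCA1 C-terminus, 250 nM) bound to 100 nM fluorescein-labeled phosphorylated 10-aa BACH1 peptide, pH 7.3 phosphate buffer with DTT and Tween 20. Compounds incubated 12 min at room temperature; inhibition read as lowered polarization.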
4-MU autofl: compounds fluorescent in 4-MU spectral region. 59,000 tested, 11% active. compound autofluorescence, 340/450 nm, 4-MU equivalents; active compounds read high. max dye-equivalent concentration, M; in the data active = max dye-equivalent concentration above about 10 nM; inconclusive = mostly about 1.1 nM to 9.6 nM
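Compounds in 100 mM Tris, pH 8.0, incubated 15 min at room temperature, then fluorescence read at 340 nm excitation/450 nm emission. Signal converted to 4-MU dye-equivalent concentration using an on-plate six-point 4-MU standard curve.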
Fluorescein autfl: fluorescein region autofluorescence | Compound autofluorescence, 480/540 nm, fluorescein-equivalent; active compounds read high | max fluorescein-equivalent concentration, M | 59,000 tested, 0.91% active | AID 593; in the data active = max fluorescein-equivalent concentration above about 10 nM; inconclusive = between about 1.1 nM and that limit
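Compounds were pin-transferred into 100 mM Tris buffer, pH 8.0, and incubated 15 min at room temperature. Fluorescence was read at 480 nm excitation/540 nm emission. Signals were normalized to an on-plate six-point fluorescein standard curve as dye-equivalent concentration.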
Texas Red fluor: compound fluoresces in the Texas Red spectral region; max dye-equivalent concentration, M; 59,000 tested, 0.06% active; Compound fluorescence, Texas Red channel, 547/618 nm; active compounds read high; AID 587; in the data active = max dye-equivalent concentration above about 10 nM; inconclusive = between about 1.1 nM and that limit
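Spectral interference profiling: each compound concentration's relative fluorescence, read with a 547 nm excitation and 618 nm emission filter pair, was normalized to a per-plate Texas Red standard curve.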
A350 autofl: compound fluoresces in the Alexa 350 spectral region. max dye-equivalent concentration, M. AID 590. 59,000 tested, 11% active. Compound autofluorescence, 340/450 nm, Alexa 350 dye-equivalents; active compounds read high; in the data active = max dye-equivalent concentration above about 10 nM; inconclusive = mostly about 1.1 nM to 9.6 nM
HEK293 cAMP cs: counter-screen for TSHR agonists: cAMP increase in parental HEK293; AID 938; parental HEK293 CNG cAMP sensor, membrane potential fluorescence; Potency, µM (series often up to 57.1 µM), for inactives: top-dose activation, most hits filed as activators; 73,000 tested, 2.5% active; also: potency is read from the fitted curve at half-maximal effect; % of control where 0% means no effect; nearly all actives have a fitted effect of over 55% in size
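Parental HEK 293 cells stably expressing a cAMP-gated CNG channel were loaded with membrane potential dye containing 100 uM RO 20-1724 for 60 min. Compound added for 30 min; depolarization read as fluorescence intensity at 590 nm.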
Numbers without * were called inactive; i = inactive; ? = inconclusive; / = not tested or not shown; & = joins results of further samples; ! = repeats disagree; [ ] = remark or other dose. Unless noted, calls follow the shape of the dose curve; as a rule, active = well fitted curve in the direction sought with a large enough effect; inconclusive = small, poorly fitted or top-dose-only effect, or another doubt; inactive = no such curve, though single readings can be large; an effect the other way counts as inactive or inconclusive. An excerpt (hit frequency here may not be typical).

The line under a structure holds: Fluorescein autfl | BRCT inh green | Texas Red fluor | USP2a inh | A350 autofl | 4-MU autofl | Casp1 inh | BRCT inh red | HEK293 cAMP cs | Caspase-7 inhib | Rhodamine autofl
(1) C[C@H](c1ccccc1)N1CCN([C@@H](C)c2ccccc2)CC1
    i | 0.5%[15.4 µM] | ? | / | i | i | 1%[11.5 µM] | -3.0%[15.4 µM] | 14%[11.4 µM] | 0%[11.5 µM] | i
(2) CC(C)n1cnc2c(C(=O)N[C@H]3CN4CCC3CC4)cc(Cl)cc21
    / | -2.6% | / | / | / | / | -1% | -2.4% | ? | 2% | /
(3) CC1(C)C(c2ccccc2)=NC(c2cccnc2)N1O (configuration not stated)
    / | -4.1% | / | -2% | / | / | -2% | 0.5% | 5% | 1% | /
(4) COC1C(O)C(C)O[C@@H](OC2CC[C@@]3(C)C4CC[C@]5(C)C(C6=CC(=O)OC6)CC[C@@]5(O)C4CC[C@@H]3C2)C1O (some centres not stated)
    / | -2.7% | / | -2% | / | / | -1% | 0.7% | / | 0% | /
(5) c1ccc(C2NCc3ccccc3-n3cccc32)cc1 (configuration not stated)
    / | -3.0% | / | / | / | / | -2% | 0.3% | 25µM* | -2% | /
(6) O=C(C1CCN(S(=O)(=O)N2CCOCC2)CC1)N1CCC2(CC1)OCCO2
    i | -2.7% | i | 2% | i | i | -2% | -0.2% | 6% | 4% | i
(7) O=C1/C(=C\c2ccccc2)C[C@@]2(O)[C@H]3Cc4ccc(O)c5c4[C@@]2(CCN3CC2CC2)[C@@H]1O5
    / | -0.5% | / | / | / | / | -1% | 0.2% | ? | -2% | /
(8) CCCC[N+](=O)[O-]
    / | -1.0% | / | / | / | / | 0% | 0.1% | 3% | -1% | /
(9) CCN(CC)c1ccc(N=Cc2c(O)n(CCC3=CCCCC3)c(=O)[nH]c2=O)cc1
    9.3e-08M* | 4.8% | i | 2% | i | i | ? | 0.3% | -9% | -24% | i
(10) CC#CP(=O)(OCC)C(O)(c1ccccc1)C(F)(F)F (configuration not stated)
    i | -0.8% | i | -2% | ? | i | 0% | -0.1% | 8% | -1% | i
(11) c1ccc(CN2CCCC3(CCNCC3)C2)cc1
    i | -2.7% | i | 2% | i | i | 0% | -0.9% | 9% | 0% | i
(12) CN1CCC2(CC1)CCN(C(=O)Oc1ccccc1)CC2
    i | -1.1% | i | -1% | i | i | -3% | 0.9% | 16% | -2% | i
(13) CN1C2CCC1CC(OC(=O)CCN1CCCC1)C2 (configuration not stated)
    i | -2.0% | ? | -2% | 6.7e-08M* | 5.8e-08M* | -8% | 0.0% | 4% | -9% | i
(14) Oc1c(Cl)cccc1Cl
    / | -0.4% | / | / | / | / | -1% | -1.9% | 7% | 2% | /
(15) CC(=NCCN1CCCCC1)c1c(O)n(Cc2ccccc2)c(=O)[nH]c1=O
    ? | 1.7% | i | 47%[activator] | ? | i | -1% | -1.4% | 7% | -7% | i
(16) C[C@@]1([C@@H](NP(=O)(c2ccccc2)c2ccccc2)c2ccccc2)C[C@H]1CCO
    / | -0.1% | / | / | / | / | -2% | 0.6% | 16µM* | -1% | /
(17) COc1cc2ccccc2c2cc([N+](=O)[O-])oc12
    4e-08M* | 56%[activator][15.4 µM] | i | / | i | i | -2%[11.5 µM] | -0.1%[15.4 µM] | 8%[11.4 µM] | -1%[11.5 µM] | i
(18) N#CC(C#N)=Cc1cc(O)c(O)c(O)c1
    4.4e-08M* | -2.0% | i | ? | 3.2e-07M* | 3.2e-07M* | 0% | -0.6% | ? | 0% | i
(19) COc1ccc(OC)c(CN2CCN(C(=O)COc3cccc(C)c3)CC2)c1
    i | -0.4% | i | 6% | i | i | -3% | -0.2% | 15% | -1% | i
(20) O=C(Nc1ccc2c(c1)OCO2)c1cn(Cc2ccc(F)cc2)nn1
    i | -0.1% | i | 136%[activator] | 2.3e-08M* | 2.1e-08M* | -3% | 0.5% | -6% | 0% | i
(21) Cc1occc1C(=O)N1CCC2(CC1)OCCO2
    i | -0.7% | i | -7% | i | i | -1% | -1.3% | 0% | 0% | i
(22) Cc1ccc(C2SCC(=O)Nc3c2c(=O)[nH]n3C2CCOC(C)(C)C2)cc1 (configuration not stated)
    i | -0.4% | i | -8% | i | i | -2% | 0.2% | 4% | -5% | i
(23) CCN1C[C@@]2(COC)CC[C@H](O)[C@@]34[C@@H]2C[C@@H]([C@@H]13)[C@]1(O)C[C@@H](OC)C2C[C@H]4[C@H]1[C@H]2OC(C)=O
    ? | -3.0%[34.4 µM] | i | -1%[17.1 µM] | i | i | -3%[25.7 µM] | 0.0%[34.4 µM] | 6%[25.6 µM] | 1%[25.7 µM] | i
(24) ClP(Cl)(Cl)(Cl)Cl
    / | -0.6% | / | / | / | / | 1% | -0.6% | 10% | 1% | /
(25) COc1cc2c(cc1OC)[C@]13CC[N@+]4(C)CC5=CCO[C@H]6CC(=O)N2[C@@H]1[C@@H]6[C@@H]5C[C@]34O
    ? | -0.3%[15.4 µM] | i | / | i | i | 0%[11.5 µM] | -1.1%[15.4 µM] | 3%[11.4 µM] | -2%[11.5 µM] | i
(26) CC1(C)CCC(C)(C)c2c1ccc(O)c2Cc1c(O)ccc2c1C(C)(C)CCC2(C)C
    ? | -0.1%[15.4 µM] | i | / | i | i | 0%[11.5 µM] | -0.7%[15.4 µM] | -20%[11.4 µM] | -2%[11.5 µM] | i
(27) O=C1NCN(c2ccccc2)C12CCNCC2
    i | -1.6% | i | 10% | ? | ? | 0% | -0.7% | 6% | 2% | i
(28) NCCc1ccc(O)cc1
    ? | -4.5%&-0.6%&-2.1% | ? | 10%&-3% | 7.1e-08M*! | 5.9e-08M*! | 3%&0%&2% | 0.0%&0.1%&0.9% | 1%&-8%&-6% | 3%&0%&-1% | i
(29) O=C(c1cc2ccccn2n1)N1CCN(Cc2ccccc2)CC1
    / | 0.5% | / | / | / | / | -3% | 0.6% | -41%[inhibitor] | 0% | /
(30) Cc1nc2ccc(Cl)cn2c1P(=S)(N1CCOCC1)N1CCOCC1
    i | 1.0% | i | 6% | i | i | 0% | 0.2% | -3%[2.29 µM] | -3% | i
(31) O=C(O)C1C(C(=O)O)C2(Cl)C(Cl)=C(Cl)C1(Cl)C2(Cl)Cl (configuration not stated)
    / | -3.4% | / | / | / | / | -6% | -2.0% | ? | 0% | /
(32) C[C@@]12CC[C@H]3[C@@H](CC=C4C[C@H](OS(=O)(=O)O)CC[C@]43C)[C@H]1CCC2=O
    ? | 0.9% | i | 3% | i | i | 0% | 0.5% | ? | 1% | i
(33) O=C(CCC1CCCC1)c1c(O)c2ccccc2oc1=O
    / | -4.4% | / | / | / | / | -2% | -0.6% | 8% | -3% | /
(34) [N-]=[N+]=CC(=O)CC[C@H](N)C(=O)O
    i | -0.7%[15.4 µM] | i | / | i | i | 1%[11.5 µM] | -0.6%[15.4 µM] | 5%[11.4 µM] | 1%[11.5 µM] | i
(35) Cc1noc(C)c1C(=O)N1CCC[C@@]2(CCN(CC(C)C)C2)C1
    i | -4.8% | i | 26% | i | i | -2% | -0.5% | 17% | 1% | i
(36) COc1cccc(CN2CCN(C(=O)COc3ccc4ccccc4c3)CC2)c1
    i | / | i | / | i | i | / | / | / | / | i
(37) OCCBr
    / | 1.6% | / | / | / | / | -4% | -0.4% | 0% | -1% | /
(38) N#CC1=C(N)Oc2n[nH]c(-c3cccs3)c2C1c1ccco1 (configuration not stated)
    1e-07M* | 56%[activator] | ? | 12% | 2.2e-08M* | 1.7e-08M* | -1% | 5.0% | 1% | -2% | ?
(39) CCCS(=O)(=O)N1CCC(C(=O)N2CCC3(CC2)OCCO3)CC1
    i | -2.3% | i | 0% | i | i | 3% | -0.1% | 10% | -2% | i
(40) COCc1c(CN)cnc(C)c1N
    i | -1.1% | i | -3% | i | i | -3% | -3.5% | 2% | -1% | i
(41) O=[N+]([O-])c1c2ccccc2cc2ccccc12
    / | -1.1% | / | / | / | / | -4% | -1.0% | 1% | -3% | /
(42) COc1ccccc1N1CCN(Cc2ccc(Br)s2)CC1
    / | -0.1% | / | -2%[7.66 µM] | / | / | ? | -0.7% | 15%[11.4 µM] | 1% | /
(43) O=[N+]([O-])c1cc([As](=O)(O)O)ccc1O
    ? | -1.5%[3.08 µM] | i | 0% | i | i | -1% | -0.3% | -2%[25.6 µM] | -3% | i
(44) CC(=O)N(C1=NCCCS1)c1ccc(F)cc1
    i | -0.3% | i | / | i | i | 0% | 1.2% | 1.6µM* | 2% | i
(45) C[N+]1(C)CCN(c2ccccc2)CC1
    ? | -1.3% | i | -1% | i | i | -1% | 0.8% | 7% | 0% | i
(46) CC1CCC(C(=O)NC(C(=O)N2CCC3(CC2)OCCO3)C(C)C)CC1 (configuration not stated)
    i | -1.7% | i | 4% | ? | ? | 0% | -0.1% | 1% | 1% | i
(47) O=C(O)[C@H]1[C@H]2CN[C@H](C(=O)O)[C@H]21
    / | -0.4% | / | / | / | / | -1% | -0.5% | -3% | 2% | /
(48) COc1ccc(OC)c(CC(=O)O)c1
    ? | -2.4% | i | -7% | i | i | -1% | 1.1% | 1% | -3% | i
(49) CN1[C@H]2CC(OC(=O)[C@@H](CO)c3ccccc3)C[C@H]1[C@H]1O[C@H]12 (some centres not stated)
    ? | 0.4%[34.4 µM] | i | 9%[17.1 µM] | i | i | 3%[25.7 µM] | -0.2%[34.4 µM] | 9%[25.6 µM] | 0%[25.7 µM] | i
